# Shiga inhibitor – inhibitors of Shiga toxin in Vero cells | Vero cells, Shiga toxin protein synthesis inhibition reporter | inhibition, % at 38.7 µM | 9.2% of 290,000 active; in the data active means inhibition mostly above about 28%, no sharp cut-off; inactive means mostly below about 43%; further: 0% is about no effect
# Pf growth 96h – inhibits malaria parasite growth, 96 h. Potency, µM (series often up to 28.7 µM), without a hit: top-dose activity change, negative = inhibition, usual class: inhibitors. 6.9% of 320,000 active. AID 504834. P. falciparum luciferase reporter growth, 96 h; further: potency means the concentration at half of the fitted maximal effect; on the % scale 0 is the no-effect control and ±100 the full control effect
#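 Luminescence readout: decreased luciferase signal marks inhibited growth of reporter-expressing P. falciparum in infected red cells (2% hematocrit, 0.05% parasitemia final), exposed to compound two generations (96 h, 37 C, 5% CO2).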
# TbPYK inhibitor – T. brucei pyruvate kinase inhibition; TbPYK enzyme, Kinase-Glo Plus ATP luminescence, 45 min; Potency, µM (titrated, usually from 76.8 µM), for inactives: at the highest dose activity, negative = inhibition, most hits filed as inhibitors; 0.12% of 410,000 active; AID 624173; further: potency means the concentration at half of the fitted maximal effect; on the % scale 0 is the no-effect control and ±100 the full control effect; nearly all actives have a fitted effect of over 50% in size
#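 Readout: single end-point luminescence (Kinase-Glo Plus, 10 min). Reaction conditions were TbPYK/substrate plus 130 uM ADP, 45 min at RT, pH 7.2 TEA buffer. No-enzyme wells served as controls, and data were normalized before concentration-response fitting.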
# Cycloheximide cs – counter-screen hit for Shiga toxin inhibitors, cycloheximide; cell reporter, cycloheximide protein synthesis inhibition counterscreen; max response, %; 12% of 300,000 active; AID 2314; in the data active means max response mostly above about 13%, no sharp cut-off; inactive means mostly below about 14%; further: read at 38.3 µM for the half of the compounds with a filed dose; 0% is about no effect
# Pf growth 48h – P. falciparum growth inhibition at 48 hours (one generation); P. falciparum luciferase growth in erythrocytes, 48 h; Potency, µM (top dose mostly 28.7 µM), for inactives: at the highest dose activity change, negative = inhibition, most hits filed as inhibitors; 5.9% of 310,000 active; further: potency means the concentration at half of the fitted maximal effect; on the % scale 0 is the no-effect control and ±100 the full control effect
#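 Read-out is firefly luciferase luminescence from an integrated reporter in P. falciparum, so falling signal marks reduced parasite growth. Infected erythrocytes were at 2% hematocrit and 0.1% parasitemia (final) in Albumax-supplemented RPMI 1640.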
# AMA1-RON2 inh – AMA1-RON2 (P. falciparum) interaction inhibition; 0.2% of 360,000 active; Potency, µM (top dose mostly 58.2 µM), for inactives: at the top dose activity change, negative = inhibition, usual class: inhibitors; AlphaScreen AMA1-biotinylated RON2 peptide binding;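 further: potency means the concentration at half of the fitted maximal effect; 0% = vehicle wells and -100% = peptide control; nearly all actives have a fitted effect of over 45% in size; some results filed as inactive show a strong effect at the top dose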
#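 AMA1 (3D7) with his tag at 25 nM final met compounds first, then biotinylated RON2 peptide at 25 nM; detection used donor plus acceptor beads, 10 µg/mL apiece, read by AlphaScreen after 30 min at room temperature.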
# LmPK inh – LmPK (Leishmania mexicana) enzyme inhibition | Q27686 | purified LmPK, Kinase-Glo ATP luminescence, 1 h | Potency, µM (series often up to 57.5 µM), inactives show top-dose activity change, negative = inhibition, most hits filed as inhibitors | 0.37% of 290,000 active | AID 1721; further: potency means the concentration at half of the fitted maximal effect; on the % scale 0 is the no-effect control and ±100 the full control effect
# Target sequence (Q27686 whole entry, looked up): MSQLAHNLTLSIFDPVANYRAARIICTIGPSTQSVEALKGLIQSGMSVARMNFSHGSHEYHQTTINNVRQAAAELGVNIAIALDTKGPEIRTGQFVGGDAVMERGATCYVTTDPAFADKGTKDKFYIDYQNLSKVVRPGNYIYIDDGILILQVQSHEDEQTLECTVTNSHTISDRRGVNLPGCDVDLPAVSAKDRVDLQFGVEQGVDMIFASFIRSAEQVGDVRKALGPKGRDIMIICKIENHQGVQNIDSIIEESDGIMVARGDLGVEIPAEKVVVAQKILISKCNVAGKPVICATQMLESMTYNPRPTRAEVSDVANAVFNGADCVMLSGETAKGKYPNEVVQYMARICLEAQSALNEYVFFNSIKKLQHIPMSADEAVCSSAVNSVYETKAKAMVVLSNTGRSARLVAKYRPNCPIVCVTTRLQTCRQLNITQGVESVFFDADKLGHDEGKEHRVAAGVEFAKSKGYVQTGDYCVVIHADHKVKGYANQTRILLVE
#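 Kinase-Glo luminescence read after 1 h RT reaction of 0.1 nM LmPK with 0.5 mM PEP and 0.1 mM ADP. Activity scaled between uninhibited and enzyme-free controls.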
# Active calls of the source: *; u = inconclusive; x = not tested or not shown; & = joins results of further samples; [ ] = remark or other dose. Unless noted, the call rests on the fitted dose curve; in most records, active means well fitted curve in the direction sought with a large enough effect; inconclusive means small, poorly fitted or top-dose-only effect, or another doubt; inactive means no such curve, though single readings can be large; an effect the other way counts as inactive or inconclusive.
SMILES,Shiga inhibitor,Pf growth 96h,TbPYK inhibitor,Cycloheximide cs,Pf growth 48h,AMA1-RON2 inh,LmPK inh
O=C(CN1C(=O)C2C3C=CC(C4CC34)C2C1=O)OCC(=O)c1ccccc1 (centres undefined),2,u,-6%,11,-1%,-8%,-6%
Cc1ccccc1C(=O)Oc1ccccc1N1C(=O)C2CC=CCC2C1=O (centres undefined),-6,u,1%,-3,1%,10%,3%
CCn1c(CNc2ccc(C(=O)O)cc2)nc2ccccc21,-2,3%,2%,-7,10%,30%,8%
c1ccc(-c2nc(-c3ccccn3)nc(-c3ccccn3)n2)nc1,-7,u,-2%,1,u,111%[activator],1%
Cc1nn(-c2ccccc2)c2c1C1(C(=O)N(C(C)C)c3ccccc31)C(C#N)=C(N)O2 (centres undefined),-11,x,-3%,8,u,-11%,3%
NC(=O)c1c(NC(=O)CSc2nnc(-c3ccco3)n2-c2ccccc2)sc2c1CCC2,7,11%,-2%,10,0%,-22%,3%
CN1CCN(S(=O)(=O)c2ccc(NC(=O)c3csc4ccccc34)cc2)CC1,30,x,-8%,-3,4.7µM*,-9%,3%
Cc1ccc(Nc2ccc(C(=O)O)cc2N)cc1,52,u,-2%,22*,98%[activator],-9%,-18%
CCc1noc(C)c1C(=O)Nc1cc(S(=O)(=O)N(CC)CC)ccc1N1CCOCC1,x,u,9%,x,u,11%,x
COC(=O)/C=c1/s/c(=C(\C#N)C(=O)NCc2ccco2)n(-c2ccccc2)c1=O,-11,6.6µM*,-7%,-7,-11%,13%,2%
COc1ccc(CCNC(=O)CNS(=O)(=O)c2ccc(N(C)C)c([N+](=O)[O-])c2)cc1OC,-6,u,0%,-3,u,-1%,-1%
CCOc1cc(-c2nc3c(C)cccn3c2NCC2CCCO2)ccc1O (centres undefined),-10,19%,-2%,-3,u,-22%,-2%
COc1ccc2ccccc2c1CN1CCN(Cc2ccccc2)CC1,11,u,-17%,-5,17%,-6%,1%
CC(=O)Nc1ccccc1C(=O)N1CCN(Cc2ccc3c(c2)OCO3)CC1,2,-16%,2%,1,17%,-8%,-6%
COCCN(CC(=O)Nc1cccc(C)c1C)C(=O)c1oc2c(Cl)cccc2c1C,x,u,9%,x,9.3µM*,8%,x
O=C(CN1C(=O)NC2(CCCCC2)C1=O)Nc1nc2c(F)cc(F)cc2s1,x,3%,-8%,x,9%,4%,x
CC(C)OC(=O)c1c2c(n3ccccc13)C(=O)c1ccccc1C2=O,-2,-7%,-2%,-2,u,17%,4%
CCN(CC)C(=O)c1sc(NC(=O)Cc2ccc(OC)cc2)c(C#N)c1C,19,469%[activator],3%,13,-29%,-3%,0%
COc1ccccc1C(=O)NCCNc1ccc([N+](=O)[O-])cc1Cl,-1,u,1%,-3,u,-3%,0%
CN(CCc1ccccn1)C(=O)CCC1CCCN(C(=O)c2ccsc2)C1 (centres undefined),3,10µM*,-22%,1,43%[activator],-18%,-5%
C=C(C)C(=O)Nc1cccc(C2=NOC3(C2)C[C@H](C(N)=O)N(C(=O)/C=C/C)C3)c1 (some centres undefined),25,82%[activator],0%,10,99%[activator],-2%,1%
CCOc1cc(NC(=S)NCCCN2CCOCC2)c(OCC)cc1NC(=O)c1ccco1,-8,-14%,-9%,-2,12%,2%,3%
Cc1ccsc1-c1cc(C(=O)O)c2c(ccc3ccccc32)n1,18,42%[activator],11%,16,32%[activator],4%,1%
COc1ccc(S(=O)(=O)N2CCCCC2)cc1NC(=O)CSc1ncnc2ccccc12,-9,2.3µM*,5%,-3,12µM*,-2%,-1%
COC(=O)C1=C(Nc2ccc(OC)cc2)C=C(C)C(C(=O)OC)C1c1ccc(C)cc1 (centres undefined),13,-9%,-10%,7,10µM*,13%,2%

# 7 successive entries already listed, quoted:
SMILES,Shiga inhibitor,Pf growth 96h,TbPYK inhibitor,Cycloheximide cs,Pf growth 48h,AMA1-RON2 inh,LmPK inh
COc1ccccc1C(=O)NCCNc1ccc([N+](=O)[O-])cc1Cl,-1,u,1%,-3,u,-3%,0%
CN(CCc1ccccn1)C(=O)CCC1CCCN(C(=O)c2ccsc2)C1 (centres undefined),3,10µM*,-22%,1,43%[activator],-18%,-5%
C=C(C)C(=O)Nc1cccc(C2=NOC3(C2)C[C@H](C(N)=O)N(C(=O)/C=C/C)C3)c1 (some centres undefined),25,82%[activator],0%,10,99%[activator],-2%,1%
CCOc1cc(NC(=S)NCCCN2CCOCC2)c(OCC)cc1NC(=O)c1ccco1,-8,-14%,-9%,-2,12%,2%,3%
Cc1ccsc1-c1cc(C(=O)O)c2c(ccc3ccccc32)n1,18,42%[activator],11%,16,32%[activator],4%,1%
COc1ccc(S(=O)(=O)N2CCCCC2)cc1NC(=O)CSc1ncnc2ccccc12,-9,2.3µM*,5%,-3,12µM*,-2%,-1%
COC(=O)C1=C(Nc2ccc(OC)cc2)C=C(C)C(C(=O)OC)C1c1ccc(C)cc1 (centres undefined),13,-9%,-10%,7,10µM*,13%,2%

# Going on with the list.
SMILES,Shiga inhibitor,Pf growth 96h,TbPYK inhibitor,Cycloheximide cs,Pf growth 48h,AMA1-RON2 inh,LmPK inh
CCOc1ccccc1N(CC(=O)N/N=C(\C)c1cccc(Br)c1)S(C)(=O)=O,-11,u,-1%,-4,u,8%,0%
CCOC(=O)N1CCN(c2c(N3CCN(c4ccccc4F)CC3)c(=O)c2=O)CC1,-7,-2%,-2%,-3,2%,-7%,7%
Nc1nnc(Sc2ccc(Cl)cc2[N+](=O)[O-])s1,-14,-3%,1%,0,-3%,18%,3%
C=CCn1c(SCCCC)nc(O)cc1=O,-7&3,u,1%&6%,-5&-4,9%,3%&-12%,-1%&7%
COC(=O)C1=C(c2cccc(OCc3ccccc3)c2)C[C@@H]2CC[C@H]1N2C(=O)NCc1ccc(Cl)cc1,x,u,-4%,x,8.3µM*,-2%,x
CCOc1cccc(N2C(=O)CC(N3CCN(c4nc5ccccc5s4)CC3)C2=O)c1 (centres undefined),-2,u,3%,1,u,-17%,4%
COc1ccc(-c2nsc3c(N4CCCCC4)ncnc23)cc1,100*,u,0%,58*,185%[activator],4%,-28%
Cc1ccc2oc(=O)cc(CN3CCCCC3)c2c1,-11,-4%,2%,-2,-25%,11%,0%
O=C(Nc1cccn(Cc2c(Cl)cccc2Cl)c1=O)c1ccccc1Cl,-15,u,-5%,-2,u,12%,0%
Cc1ccccc1Cn1nc(C)c(NC(=O)c2ccccc2)c1C,-6,22%,5%,-1,-15%[5.75 µM],-8%,1%
CN(CC(=O)Nc1cccc(F)c1)C(=O)c1ccc(N2CCCCCC2)c([N+](=O)[O-])c1,x,u,3%,x,u,-5%,x
COc1ccc(CCNC(=O)CCNS(=O)(=O)c2cc(Br)cnc2N)cc1OC,-6,61%,6%,13,u,-5%,2%
Cc1nc(N)[nH]c(=O)c1CC(=O)OCCCl,-4,-3%,-2%,-3,19%,-1%,2%
Cc1nn(-c2ccc(F)cc2)c(C)c1NS(=O)(=O)c1ccc(Cl)cc1,-10,u,-6%,-2,u,22%,-1%
CC(C)NC(=O)NC(=O)COC(=O)c1ccccc1O,-14,17%,-5%,-2,10%,-4%,9%
COc1cc(O)c(C(CC(=O)N2CCCCC2)c2ccc(N(C)C)cc2)c(OC)c1 (centres undefined),23&2,23%,-18%,1&4,17%,-29%,1%
CCc1ccc(OCC(=O)N(C)C)c(Br)c1,1,x,-1%,5,-4%,4%,2%
CN(C(=O)COC(=O)c1ccc(Cl)s1)C1(C#N)CCCCC1,x,9%,4%,x,-1%,-4%,x
O=C(c1ccc2c(c1)OCO2)N(c1ccc(Cl)cc1)C1C=CS(=O)(=O)C1 (centres undefined),-12,0%,0%,-2,-2%,-23%,2%
C=CCN(CC=C)S(=O)(=O)c1ccc(C(=O)Nc2sc3c(c2C(N)=O)CCCCC3)cc1,-1,-25%,-7%,3,-25%,26%,12%
COc1ccc(C(=O)Nc2ccc3c(c2)C(=O)NC3=O)cc1,-2,-3%,-1%,-1,-3%,-2%,0%
Cc1cc(NC(=O)CSCC(=O)Nc2nc3ccccc3s2)no1,x,-3%,3%,x,16%,-2%,x
NC(=O)C1CCN(C(=O)Cc2ccsc2)CC1,-7,u,-3%,-4,u,84%[activator],-5%
O=C(NCCCN1CCCC1=O)c1ccc(S(=O)(=O)Nc2ccccc2)cc1,x,4%,-8%,x,-9%,17%,x
COCCCNC(=O)CN(c1ccc(F)cc1)S(=O)(=O)c1ccc2c(c1)OCCO2,-3,2%,-3%,1,7%,22%,-9%

# The final 3 records of the part above lead into the next.
SMILES,Shiga inhibitor,Pf growth 96h,TbPYK inhibitor,Cycloheximide cs,Pf growth 48h,AMA1-RON2 inh,LmPK inh
NC(=O)C1CCN(C(=O)Cc2ccsc2)CC1,-7,u,-3%,-4,u,84%[activator],-5%
O=C(NCCCN1CCCC1=O)c1ccc(S(=O)(=O)Nc2ccccc2)cc1,x,4%,-8%,x,-9%,17%,x
COCCCNC(=O)CN(c1ccc(F)cc1)S(=O)(=O)c1ccc2c(c1)OCCO2,-3,2%,-3%,1,7%,22%,-9%
CCOC(=O)c1ccccc1NC(=O)CN(c1cccc(OC)c1)S(C)(=O)=O,25,-1%,-7%,19,u,-10%,2%
COc1ccc(Br)cc1S(=O)(=O)Nc1ncccc1C,6,u,-2%,-3,-7%,7%,2%
COc1ccc(OCC(=O)N2CCN(C(=O)c3ccccc3)CC2)cc1,18,x,-3%,1,3%,6%,-5%
COC(=O)c1ccc(NC(=O)c2cccc(OC)c2)cc1,91*,-3%,u,57*,40%[activator],23%,u
O=C(NNS(=O)(=O)c1ccc(F)cc1)c1ccc([N+](=O)[O-])cc1,-5,-3%,1%,-2,15%,33%[activator],6%
COc1ccc2oc(C(=O)N3CCN(C(c4ccccc4)c4ccccc4)CC3)c(C)c2c1,x,4.7µM*,2%,x,3.7µM*,u,x
CC1(C)C(=O)N(c2ccccc2Cl)C(=O)c2ccccc21,17,0%,-2%,0,-2%,-5%,-9%
Nc1ccccc1-c1nnn(CC(=O)N2CCCc3ccccc32)n1,-2,30%[activator],-5%,-2,-14%,7%,8%
O=C1CN(C(=O)COC(=O)c2cccc(OCc3ccccc3)c2)c2ccccc2N1,20,u,-5%,8,u,-11%,0%
CC(NCCC1(C(C)C)CCOC(C)(C)C1)c1cccs1 (centres undefined),27,u,-17%,8.8*,24%,-3%,3%
COc1ccc(/C=C/C(=O)OCC(=O)c2ccc(S(=O)(=O)N3CCCCC3)cc2)cc1OC,x,u,-7%,x,-7%,-4%,x
COc1cccc2c1OCC(CN1CCN(CCC(C)C)C(CCO)C1)=C2 (centres undefined),1,u,-1%,-3,-15%,4%,3%
CCn1c(COc2ccc(Cl)cc2)nnc1SCC(=O)Nc1ccc2c(c1)OCO2,-4,10µM*,-10%,-3,10%,-5%,3%
COC(=O)c1cn[nH]c1N,-2,u,-6%,-3,3%,-1%,-12%
